SENP1 inh: human SENP1 catalytic domain inhibitors, primary screen, biochemical, FRET, uHTS; AID 624204, 2012; 0.21% of 360,000 active; inhibition, % at 10 µM; recombinant SENP1 catalytic domain, CyPet-SUMO1-YPet FRET cleavage;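 active = inhibition at least 30% at 10 µM, raw YFP signal under a set limit, fluorescence ratio 0.5 to 1.5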;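 note: 0% = enzyme with DMSO and 100% = no enzyme wells; some results filed as inactive read as strong as hits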
Target sequence (Q9P0U3 419-644 limits assumed): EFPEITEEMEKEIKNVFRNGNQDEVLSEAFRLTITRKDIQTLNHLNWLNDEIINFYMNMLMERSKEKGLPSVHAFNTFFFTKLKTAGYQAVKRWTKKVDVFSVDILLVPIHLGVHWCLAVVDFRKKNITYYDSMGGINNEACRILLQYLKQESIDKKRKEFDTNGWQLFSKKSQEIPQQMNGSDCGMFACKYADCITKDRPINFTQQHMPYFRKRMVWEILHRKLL
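System: Recombinant human SENP1 catalytic domain, His6-tagged | Incubation: Enzyme reaction for 50 min at room temperature, dark | Medium: Tris pH 8 with BME, BSA, NP40 and catalase | Also added: 25 nM SUMO1 FRET substrate | Compound: 10 µM single point, 0.5% DMSO | Measured by: FRET fluorescence in CFP and YFP emission channels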
Numbers without * were called inactive. These rows are one share of the data; the hit share may differ from the screen's.

SMILES | SENP1 inh
CCOC(=O)c1ccc(-n2cnc(-c3ccc([N+](=O)[O-])cc3)c2)cc1 | 1
COc1ccc2c(c1)C(CC(C)=O)N(c1ccc(-c3cnc(OC)nc3)cc1)C(c1ccsc1)=C2 (stereo not given) | -9
CCOc1cc(CN2CCC(N3CCC(C(=O)NC4CC4)CC3)CC2)ccc1O | 1
CC(=O)C[C@@H]1OC[C@H](Cc2ccccc2)N1S(=O)(=O)c1ccc(C)cc1 | -1
CC1(C(=O)NS(=O)(=O)c2cccc(OC(F)F)c2)CCN1C(=O)CC(c1ccccc1)c1ccccc1 (stereo not given) | 0
Cc1cc(C(=O)N2CCC2(C)C(=O)Nc2ccc3[nH]ncc3c2)nn1C (stereo not given) | 2
CC(C)Oc1ccc(F)cc1-c1cc(C(=O)N2CCc3ccccc3C2)[nH]n1 | 3
CC1(C(=O)Nc2ccc3ccccc3c2)CCC(=O)N1CCOc1ccccc1 (stereo not given) | -24
Cc1cc(-c2n[nH]c(=S)n2/N=C/c2cc([N+](=O)[O-])ccc2Cl)n[nH]1 | 2
COc1cc(C(=O)O/N=C2/C=CC(=O)C(C)=C2C)cc(OC)c1OC | 4
NC(c1csc(Nc2ccc(C(F)(F)F)cn2)n1)C1CCCCC1 (stereo not given) | -5
COCCc1ccc(OC2(C)CCN(Cc3cccc(OC)c3OC)C2)cc1 (stereo not given) | -1
CC(C)(C)OC(=O)N(CC1CCNCC1)C(=O)c1[nH]c(C(F)(F)F)nc1-c1ccccc1 | -3
CNC(C)C(=O)NC(C(=O)NC(C)C(=O)Nc1cccc2ccccc12)C(C)C (stereo not given) | -1
CC1=C(C(=O)N(C(C)C)C(C)C)CC(CC(=O)NCCCCc2ccccc2)C(=O)N1Cc1ccc(C(C)(C)C)cc1 (stereo not given) | 2
COc1ccc(NC(=O)N(C)C[C@H]2OCCCC[C@@H](C)Oc3ccc(NC(=O)c4ccccc4)cc3C(=O)N([C@H](C)CO)C[C@@H]2C)cc1 | 0
O=C(Nc1nccs1)c1cnc2sccn2c1=O | -5
Cc1cc(C)nc(Nc2nc(C(N)Cc3ccccc3)cs2)n1 (stereo not given) | -2
CC(OC(=O)/C=C/c1ccco1)C(=O)NC1CCCCC1 (stereo not given) | 0
O=C(CCc1nc2ccccc2c(=O)[nH]1)N1CCN(S(=O)(=O)c2cc(Cl)ccc2Cl)CC1 | 3
N#Cc1ccc(-c2cccc3nccn23)cc1 | -18
CCN1C(=O)[C@H]2[C@@H](c3ccc(C(F)(F)F)cc3)N[C@]3(CCCN(Cc4cccn4C)C3=O)[C@H]2C1=O | 0
COc1ccccc1CNc1nc(NC(C)C)nc2cc(-c3ccccc3)sc12 | -1
CCc1c(Cl)nc(N)nc1Nc1ccccc1C | 1
CCCCN(C)C(=O)c1sc(=O)n(Cc2ccc(Cl)c(Cl)c2)c1C | -3
Further compounds follow:
SMILES | SENP1 inh
COc1ccc(C2=C(c3ccccc3)OC(OC)c3cc(F)ccc32)cn1 (stereo not given) | 1
CN1CCN(c2cccc3c2S(=O)(=O)N[C@@H](Cc2ccccc2)CO3)CC1 | 1
CCCCN(C(C)=O)c1c(CC)nc2ccc(C(=O)NCc3cccs3)cn12 | 0
CC(C)c1ccc(S(=O)(=O)N2CCN(C(=O)c3cccc(S(=O)(=O)N4CCOCC4)c3)CC2)cc1 | 0
COc1ccc(C(NC(=O)C2CCN(CCCc3ccccc3)CC2)c2cccs2)cc1 (stereo not given) | -4
CC1(C(=O)N2CCCCC2)CCN1C(=O)Cc1ccc(-c2ccccc2)cc1 (stereo not given) | 0
O=c1c(-c2cccnc2)nc2ccccc2n1C(CCc1ccccc1)c1nc2ccccc2[nH]1 (stereo not given) | -4
CCCC(=O)N1CCN(c2ccc(NC(=O)c3ccc([N+](=O)[O-])o3)cc2)CC1 | 0
CNC(=O)OCN1C(=O)C2CC=CCC2C1=O (stereo not given) | 2
Cc1ccc(C(=O)Cc2ccccc2)c(O)c1 | 2
Cc1c(C(=O)NCc2ccccc2C(F)(F)F)sc(=O)n1Cc1ccc2ccccc2c1 | -5
CCCNC(=O)C1(C)CCCN(Cc2ccccc2C#N)C1 (stereo not given) | 5
Cc1ccnc2nc(C(=O)OCC(=O)N(C)C3CCCCC3)nn12 | 2
Cc1ccc(Cc2c(-c3cccc(Cl)c3)nc3ccc(Br)cn23)cc1 | 7
NC1=NC(=O)NC1(c1ccccc1)c1ccccc1 | -1
COc1ccc(C(c2nnnn2-c2c(C)cccc2C)N2CCN(C/C=C/c3ccccc3)CC2)cc1 (stereo not given) | 1
CN(C)C(=O)CSc1nnc(-c2ccco2)n1-c1ccccc1 | -1
O=C(NCc1cccnc1)c1cc(C2CCCN(S(=O)(=O)c3cccs3)C2)on1 (stereo not given) | 1
OC(c1ccc(F)cc1)c1nc(-c2ccccc2)cs1 (stereo not given) | 2
CCCNC(=O)C1(C)CCN(C(=O)/C=C/c2ccccc2)C1 (stereo not given) | 0
CCCCN1C(=O)C(CC(=O)NCc2ccco2)CC(C(=O)N(C)C)=C1C (stereo not given) | 2
CC(=O)Nc1cc(-c2cccc(N)c2)cn2c(-c3ccc(C(C)=O)cc3)cnc12 | 0
O=[N+]([O-])c1ccc(/C=C/C2=NN(c3ccccc3)C(c3ccco3)C2)o1 (stereo not given) | -33
CCC(=O)N1CCC(C)(C(=O)NCc2ccc(F)cc2)C1 (stereo not given) | 2
O=C(ONC(=O)C1C2C=CC(C2)C1C(=O)NOC(=O)c1ccccc1)c1ccccc1 (stereo not given) | 0

A different layout for 5 compounds above:
smiles	SENP1 inh
COc1ccc(C(c2nnnn2-c2c(C)cccc2C)N2CCN(C/C=C/c3ccccc3)CC2)cc1 (stereo not given)	1
CN(C)C(=O)CSc1nnc(-c2ccco2)n1-c1ccccc1	-1
O=C(NCc1cccnc1)c1cc(C2CCCN(S(=O)(=O)c3cccs3)C2)on1 (stereo not given)	1
OC(c1ccc(F)cc1)c1nc(-c2ccccc2)cs1 (stereo not given)	2
CCCNC(=O)C1(C)CCN(C(=O)/C=C/c2ccccc2)C1 (stereo not given)	0

A second format for part of the listing above.
structure	SENP1 inh
CCC(=O)N1CCC(C)(C(=O)NCc2ccc(F)cc2)C1 (stereo not given)	2
OC(c1ccc(F)cc1)c1nc(-c2ccccc2)cs1 (stereo not given)	2
Cc1ccnc2nc(C(=O)OCC(=O)N(C)C3CCCCC3)nn12	2

(further entries)
SMILES | SENP1 inh
O=C1CN(C(=O)/C=C/c2ccc(Br)cc2)CCN1 | 2
COc1ccccc1Cc1c(-c2ccc(Cl)cc2)nc2c(C)cc(Br)cn12 | 8
COc1cccc(CNC(=O)C2CCN(S(=O)(=O)c3ccc4c(c3)C(C)(C)C(=O)N4C)CC2)c1 | 1
Cc1ccc(NC(=O)Cn2nc(C(=O)O)c3ccccc3c2=O)cc1S(=O)(=O)N1CCCCCC1 | 2
CCCCNC(=O)C1(C)CCCCN1Cc1ccccc1-c1ccccc1 (stereo not given) | 1
CC1(C(=O)NS(=O)(=O)C2CC2)CCN(C(=O)c2ccc3ccccc3n2)C1 (stereo not given) | -2
c1ccc2c(c1)-c1nc3ccccc3cc1C2N1CCOCC1 (stereo not given) | 0
O=C(CC(=O)c1ccccc1)c1ccccc1 | 2
CN1c2ccccc2SC2C(c3ccccc3)=NOC21 (stereo not given) | -1
O=C(O)c1ccccc1-c1ccccc1C(=O)Nc1ccc2c(c1)[nH]c(=O)c1ccccc12 | 2
COC(=O)c1ccc2nc(-c3ccc(F)cc3)c(Cc3ccccc3)n2c1 | -1
Cc1cccc(CN2CCN(C3CN(Cc4cn(Cc5cccc(C(F)(F)F)c5)nn4)S(=O)(=O)C3)CC2)c1 (stereo not given) | -5
COc1ccccc1N(C)S(=O)(=O)c1ccc(C(=O)Nc2cccc(S(=O)(=O)N3CCOCC3)c2)cc1 | -2
CC(C)(C)S(=O)N1Cc2cc(C(=O)NCCCN3CCOCC3)nc(-c3cccc(-c4cc5ccccc5o4)c3)c2[C@@H]1CCO (stereo not given in full) | -1
CC(C)CCNC(=O)C1(C)CCN1Cc1ccc2ccccc2c1 (stereo not given) | -1
O=C1[C@H]2[C@@H]3CCN1CCC[C@@H]2C=C[C@@H]3c1ccc(Br)cc1 | -2
C[C@@H]1CN([C@@H](C)CO)S(=O)(=O)c2ccc(/C=C/c3ccccc3)cc2O[C@@H]1CN(C)Cc1ccc(C(=O)O)cc1 | -1
COc1ccc(NC(=O)C[C@H]2C(=O)N(c3ccccc3)C[C@@H]2CSC)cc1 | 0
O=c1c2ccccc2nnn1-c1ccccc1[N+](=O)[O-] | 1
CC(C)(C)OC(=O)Nc1ccccc1-n1nnnc1C(C(=O)c1ccc(F)cc1)N1CCOCC1 (stereo not given) | -2
Cc1nnc(NC(=O)CSc2nc(C(C)C)nc3sc(C)c(C)c23)s1 | 1
CCCCCCn1c(=O)n2n(c1=O)[C@@H]1CN(S(=O)(=O)c3ccc(C)cc3)C[C@]1(O)[C@@H](OC(=O)Nc1c(C)noc1C)C2 | 1
COC(=O)[C@@]1(Sc2ccc(C)cc2)CC(=O)N(C(=O)CCc2ccccc2)[C@@H]1c1ccccc1 | 1
COc1ccccc1C(=O)n1nc(-c2cccnc2)nc1NCc1ccccc1 | 5
CN1C[C@@H]2[C@@H]3C(=O)N(Cc4ccccc4)C(=O)[C@@H]3[C@](Cc3ccccc3)(C1=O)N2C(=O)c1ccc(C(F)(F)F)cc1 | 6

Gathered by group: the entries above containing two or more sulfur atoms (five)
SMILES | SENP1 inh
O=C(Nc1nccs1)c1cnc2sccn2c1=O | -5
CC(C)c1ccc(S(=O)(=O)N2CCN(C(=O)c3cccc(S(=O)(=O)N4CCOCC4)c3)CC2)cc1 | 0
O=C(NCc1cccnc1)c1cc(C2CCCN(S(=O)(=O)c3cccs3)C2)on1 (stereo not given) | 1
COc1ccccc1N(C)S(=O)(=O)c1ccc(C(=O)Nc2cccc(S(=O)(=O)N3CCOCC3)c2)cc1 | -2
Cc1nnc(NC(=O)CSc2nc(C(C)C)nc3sc(C)c(C)c23)s1 | 1

Other results follow.
SMILES | SENP1 inh
CCOC1=C2CN(S(=O)(=O)c3ccc(C)cc3)C(c3ccc(C)cc3)CC2N(S(=O)(=O)c2ccc(C)cc2)C(c2ccccc2)C1 (stereo not given) | 0
N#Cc1ccc(-c2nc3ccc(Cl)cn3c2Cc2cccc(Cl)c2)cc1 | 9
CCN(CC)CC(O)CNc1ccnc2c(Cl)ccc(Cl)c12 (stereo not given) | 2
CN(CC(=O)Nc1ccc(Cl)c(C(F)(F)F)c1)C(=O)c1ccc(S(=O)(=O)N2CCOCC2)cc1 | 2
CC(O)CC(=O)OC[C@]12CC[C@H]3[C@@](C)(CC[C@H]4C(C)(C)CCC[C@]34C)[C@@H]1CC(C1=CC(=O)OC1O)O2 (stereo not given in full) | 3
COc1ccc(OC)c(S(=O)(=O)NC(=O)C2(C)CCN2C(=O)Cc2ccccc2Cl)c1 (stereo not given) | 2
CCCCC[C@@H](C)N1C[C@H](COCc2ccccc2)Oc2cc(N3CCC[C@H]3C(N)=O)ccc2S1(=O)=O | 2
CCOC(=O)c1ccn(S(=O)(=O)c2ccc(C)cc2)c1-c1ccccc1 | 2
OC(c1ccc(F)cc1)c1ncc(-c2ccc(Oc3ccccc3)cc2)[nH]1 (stereo not given) | -3
CN(C)C(=O)c1cccc(-c2ccc3nncn3c2)c1 | 1
Cc1ccc(N=Nc2c(O)ccc3n[nH]nc23)cc1 | 11
Cc1ccccc1-c1cc2nc(NCCN3CCNC3=O)n(C)c(=O)c2s1 | 2
CCOCCC(=O)Nc1ccc2c(c1)c(=O)n(C)n2-c1ccc2ccccc2c1 | 0
Cn1c(CCCNC(=O)c2ccco2)nc2ccccc21 | -5
O=C1CSC(=S)N1N=Cc1ccccc1O | -16
NS(=O)(=O)c1ccc(NC(=O)CN(C(=O)C(F)(F)F)C2CCCC2)cc1 | 4
c1ccc(NCCSc2nc3ccccc3s2)cc1 | 1
O=C(NCCc1ccccc1C(F)(F)F)c1cc(COc2ccccc2)on1 | 1
c1ccc(N=Nc2ccc(C3=NCCO3)cc2)cc1 | 3
CC(=O)c1sc2c(c1OC(=O)c1ccc(Cl)cc1)c(=O)n(-c1ccccc1)c(=S)n2-c1ccccc1 | -2
Cc1cc2c(Nc3ccccc3O)ncnc2s1 | 3
CCc1nc2c(OCC(=O)C(C)(C)C)cccn2c1N(C=O)Cc1ccccc1 | -5
CC(=NNC(=O)c1ccncc1)c1ccc(Cl)cc1Cl | 0
O=C1[C@@H]2[C@H](C(=O)N1CC(O)COCc1ccccc1)C1C=C[C@H]2C1 (stereo not given in full) | 1
C/C(=N/NS(=O)(=O)c1ccc(Br)cc1)c1cccc(NC(=O)C2CC2)c1 | 1
(cont.)
SMILES | SENP1 inh
CC(O)(c1cccc(F)c1)c1nc(-c2ccc3c(c2)OCO3)cs1 (stereo not given) | 3
Nc1nc2c(ncn2C2CCCC2)c(=O)[nH]1 | 0
N#Cc1ccc(C(C(=O)NCc2ccccc2)n2c(=O)c(-c3ccco3)nc3ccccc32)cc1 (stereo not given) | -63
CC(=O)Nc1cc(-c2cccc(C(=O)NCCN(C)C)c2)cn2c(-c3ccc(F)c(Cl)c3)cnc12 | -1
CC(C)C1C(=O)N(Cc2cn(Cc3ccco3)nn2)CCS(=O)(=O)N1Cc1ccc(-c2cccc(N(C)C)c2)cc1 (stereo not given) | -21
CCOc1ccc(Br)cc1S(=O)(=O)Nc1cccc(S(=O)(=O)N2CCOCC2)c1 | 1
C=CCn1c(C)cc(C(=O)CSc2nnc(NCc3ccccc3)s2)c1C | 1
CC1Oc2ccc(C#N)cc2N(Cc2ccccc2OC(F)(F)F)C1=O (stereo not given) | 2
COc1ccc(-c2csc(C(C)(NC(C)=O)c3ccccc3)n2)cc1 (stereo not given) | -1
CC1(C(=O)Nc2cccc(C#N)c2)CCN1C(=O)Cc1ccc(-c2ccccc2)cc1 (stereo not given) | -2
CC(=O)CSc1nc2nccnc2[nH]1 | 0
Oc1ccc(/C=N/NC(=S)Nc2cccnc2)c(O)c1O | -11
Cn1c(N)cc(=O)[nH]c1=S | 1
